Compound activity (PubChem BioAssay)
P. falciparum M17LAP = P. falciparum M17LAP inhibitors, primary screen, biochemical, fluorogenic H-Leu-NHMec substrate, 1536-well (AID 1619) | recombinant M17LAP, H-Leu-NHMec fluorogenic kinetic assay; higher % means a stronger effect | inhibition, % at 30 µM, or IC50 in µM where a hit was titrated | 220,000 tested, 0.38% active;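 active = compound inhibiting the enzyme by more than half at any dose during confirmatory dose-response retesting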;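 also: plate controls were full reaction with DMSO carrier for no effect and no enzyme background for full effect; strong numbers were not always called active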
LYP phosphatase = inhibitors of LYP phosphatase, biochemical, fluorescence intensity, uHTS (AID 1779). 290,000 tested, 0.054% active. recombinant LYP phosphatase, fluorescence intensity; higher % means a stronger effect. inhibition, % at 11.5 µM, or IC50 in µM where a hit was titrated;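 also: plate controls were vehicle with enzyme for no effect and no enzyme for full effect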
Yfh1-depleted yeast = mitochondrial function rescue without frataxin homolog – Friedreich's ataxia, plus single-dose screen, dose response (AID 1465); S. cerevisiae Yfh1-off respiration, WST-1 reduction, 72 h; higher fold induction means a stronger effect; one-dose fold induction at 50 µM; EC50 in µM for titrated hits; 220,000 tested, 0.074% active;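 active = fold induction of absorbance versus untreated yeast above a set limit, then at least 30% activation at any dose in follow-up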;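 also: activators that raise dye reduction in frataxin-depleted yeast; strong numbers were not always called active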
PMI inhibitors = inhibitors of human PMI, primary screen, biochemical, fluorescence intensity, coupled assay (AID 1209); purified PMI enzyme, coupled fluorescence intensity; higher % means a stronger effect; inhibition, % at 20 µM; hits with a dose series show IC50 in µM; 190,000 tested, 0.42% active;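 also: plate controls were DMSO vehicle for no effect and wells lacking substrate for full effect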
PMI inhibition = MPI inhibition at elevated mannose 6-phosphate – biochemical, fluorescence intensity, high mannose 6-phosphate, primary screen (AID 1220). recombinant PMI enzyme, coupled fluorescence intensity; higher % means a stronger effect. inhibition, % at 20 µM, or IC50 in µM where a hit was titrated. 190,000 tested, 0.66% active
TNAP activators = stimulation of alkaline phosphatase TNAP activity – biochemical, luminescent, no phosphate acceptor, uHTS, primary screen (AID 1001) | purified TNAP, luminescent activation assay, no phosphate acceptor; higher activation fold means a stronger effect | activation fold at 20 µM; hits with a dose series show EC50 in µM | 200,000 tested, 0.03% active; in the data active = activation fold from about 3, or a potency from the dose series; inactive = the rest, 99 in 100 with activation fold below about 1.6; also: many of its hits are not listed in these tables
XIAP displacement = small molecules displacing peptide from XIAP – biochemical, IAP family, fluorescence polarization (AID 1018); XIAP BIR domain, fluorescence polarization peptide displacement; higher % means a stronger effect; displacement, % at 20 µM, or IC50 in µM where a hit was titrated; 200,000 tested, 0.007% active; in the data active = displacement above about 50%; also: a part of the inactive calls stands beside numbers as strong as those of hits
WT yeast gro inh = growth inhibition of WT yeast, mitochondrial fusion screen; mitochondrial fusion phenotypic screen, WT strain; inhibition, % at 10 µM; 190,000 tested, 2.1% active; AID 1362; in the data active = inhibition above about 58%; tested in S. cerevisiae
M1AAP inhibition = P. falciparum M1AAP inhibitors, biochemical, fluorogenic H-Leu-NHMec substrate, 1536-well (AID 1445). 220,000 tested, 0.42% active. recombinant M1AAP, H-Leu-NHMec fluorogenic kinetic assay; higher % means a stronger effect. one-dose inhibition, % at 30 µM; IC50 in µM for titrated hits;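 active = primary inhibition above the hit cutoff, then over 50% inhibition at one or more dose response concentrations, cut at about 23% in these data, passing the limit was not always enough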;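 also: plate controls were DMSO full reaction for no effect and no enzyme background for full effect; strong numbers were not always called active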
WT yeast gro inh mutant strain = second read-out of WT yeast gro inh, no call of its own (marks repeat the call); inhibition, %; mitochondrial fusion phenotypic screen, mutant strain inhibition
Numbers without * were called inactive; i = inactive; . = not tested or not shown. Rule as the data show it, unless noted: active = inhibition above about 50%; inactive = the rest.

SMILES	P. falciparum M17LAP	LYP phosphatase	Yfh1-depleted yeast	PMI inhibitors	PMI inhibition	TNAP activators	XIAP displacement	WT yeast gro inh	WT yeast gro inh mutant strain	M1AAP inhibition
CN(C)CCCN=Cc1c(O)n(Cc2ccccc2)c(=O)c2ccccc12	-38%	0%	i	0%	-3%	1	-7.1%	.	.	7%
O=C(CS(=O)(=O)Cc1ccccc1)Nc1nc2c(s1)CCCC2	26%	-5%	i	14%	10%	1.1	5.2%	6	1	1%
COc1ccc(C(=O)NC(C(=O)N2CCc3ccccc32)C(C)C)cc1 (stereo not given)	0%	-7%	i	11%	12%	1.1	2.9%	-6	-28	4%
CCOc1ccc2nc(SCC(=O)c3ccccc3)sc2c1	-1%	-2%	i	3%	2%	1.2	1.0%	22	15	2%
CCCCCCOc1ccc(N2C(=O)CC(NCCc3ccc(S(N)(=O)=O)cc3)C2=O)cc1 (stereo not given)	9%	-4%	i	0%	-6%	1.1	-14%	20	7	-1%
CNC(=O)CN1C(=O)NC2(CCc3ccccc3C2)C1=O (stereo not given)	-4%	-4%	i	-10%	3%	1	-6.0%	-10	-15	11%
CCCCC(=O)Nc1sc2c(c1C(=O)OCC)CCC(C=O)=C2Cl	2%	5%	i	2%	8%	0.9	-17%	17	1	31%
Cc1ccc(S(=O)(=O)/N=C(/Nc2c(C)n(C)n(-c3ccccc3)c2=O)c2ccccc2)cc1	5%	1%	i	-8%	-9%	1.1	-3.0%	8	6	1%
Cc1c(C(=O)Oc2cccc3cccnc23)cccc1[N+](=O)[O-]	1%	-5%	i	32%	36%	1.3	-4.9%	9	9	2%
CSc1nnc([C@H](Cc2c[nH]c3ccccc23)NC(=O)OC(C)(C)C)o1	0%	2%	i	.	.	.	.	.	.	4%
Cc1ccc(OCc2cc(C(=O)Nc3ccccc3)oc2C)cc1	5%	-10%	i	12%	6%	1.1	-7.7%	23	25	-3%
Cc1cc(NC(=S)NC(=O)/C=C/c2ccc(S(=O)(=O)N3CCOCC3)cc2)ccc1Br	4%	11%	i	12%	5%	1.1	-6.1%	9	12	13%
CC(C)(C)c1ccc(-c2nc(C#N)c(NCc3ccncc3)o2)cc1	10%	4%	i	-7%	-4%	1	-2.7%	-7	-3	5%
O=C(OCC(=O)N1CCN(c2ccccc2)CC1)c1ccc2ccccc2n1	19%	0%	i	-21%	-28%	1.1	2.1%	20	0	3%
Cc1ccc(-c2cc(C(=O)Nc3ccccc3C)c3ccccc3n2)o1	18%	12%	i	-26%	-38%	0.9	-3.9%	21	33	1%
Cc1ccc(-n2c(C)cc(/C=N/NC(=O)CC3(C)OCCO3)c2C)cc1	12%	-2%	i	-2%	-4%	1.1	-2.1%	-2	-13	2%
CCCCCC1CC(CC(=O)Nc2nncs2)C(=O)O1 (stereo not given)	-19%	0%	i	1%	0%	1.1	-3.3%	3	-5	3%
O=C(O)CC1=C(O)C(=O)N(c2ccccc2)C1c1ccccc1 (stereo not given)	7%	2%	i	3%	-4%	1	-12%	7	-7	-1%
CCN(CC)S(=O)(=O)c1ccc(=O)[nH]c1	5%	-10%	i	-6%	-4%	1.1	-10%	3	11	4%
COC(=O)[C@H](CC(C)C)NC(=O)Nc1ccc2c(c1)OCCO2	9%	-12%	i	-3%	-1%	1.1	-1.1%	3	-12	-7%

Two records drawn at random from those above:
SMILES	P. falciparum M17LAP	LYP phosphatase	Yfh1-depleted yeast	PMI inhibitors	PMI inhibition	TNAP activators	XIAP displacement	WT yeast gro inh	WT yeast gro inh mutant strain	M1AAP inhibition
CCOc1ccc2nc(SCC(=O)c3ccccc3)sc2c1	-1%	-2%	i	3%	2%	1.2	1.0%	22	15	2%
CNC(=O)CN1C(=O)NC2(CCc3ccccc3C2)C1=O (stereo not given)	-4%	-4%	i	-10%	3%	1	-6.0%	-10	-15	11%

Next section.
SMILES	P. falciparum M17LAP	LYP phosphatase	Yfh1-depleted yeast	PMI inhibitors	PMI inhibition	TNAP activators	XIAP displacement	WT yeast gro inh	WT yeast gro inh mutant strain	M1AAP inhibition
Cc1ccc(C2NC(=NCc3ccccc3)Nc3nc(C)cc(=O)n32)cc1 (stereo not given)	3%	-8%	i	.	.	.	.	.	.	10%
CCOc1cc(CNCc2cccs2)ccc1OCC(=O)NC(C)(C)C	1%	3%	i	1%	-6%	1	-5.3%	-5	-9	-1%
NC(=O)CNC(=O)C1CCCc2c1[nH]c1ccc(Cl)cc21 (stereo not given)	16%	-10%	i	9%	6%	1.1	-3.7%	-9	-10	1%
Cc1n[nH]c(C)c1S(=O)(=O)N1CCc2ccccc21	-3%	0%	i	1%	6%	0.6	-0.3%	1	0	0%
CCc1nnc2sc(-c3ccc(NC(=O)c4ccc5c(c4)OCCO5)cc3)nn12	-1%	1%	i	16%	7%	1.1	-5.5%	6	2	11%
O=C(O)c1[nH]c2ccccc2c1CC(=O)N1CCN(c2ccccc2)CC1	0%	-2%	i	10%	14%	1.1	-3.7%	-1	5	2%
Cc1c(NC(=O)C(C)OC(=O)COc2cccc3c2OC(C)(C)C3)c(=O)n(-c2ccccc2)n1C (stereo not given)	0%	1%	.	7%	7%	1	-4.7%	-2	-1	-3%
COc1ccc(OC)c(Cc2nnc(CCC(=O)NC3CCCC3)o2)c1	0%	-5%	i	7%	3%	1	-4.2%	-6	1	2%
CCN(CC)CCN1C(=O)C(=O)/C(=C(/O)c2c(C)[nH]c(C(=O)OC)c2C)C1c1ccc(C)o1 (stereo not given)	0%	-1%	i	.	.	.	.	.	.	6%
O=C(CSc1nnc(-c2ccccc2)c(-c2ccccc2)n1)NCc1ccco1	18%	1%	i	-19%	-7%	1	-7.2%	6	-8	5%
O=C(c1c[nH]c(=O)n(-c2ccccc2)c1=O)N1CCc2ccccc21	-2%	-4%	i	6%	2%	1	-6.2%	0	2	5%
COc1ccc(/C(N)=N/OC(=O)CN(C)S(=O)(=O)c2ccccc2)cc1	3%	9%	i	10%	7%	1.1	-19%	-23	-18	-2%
CCOC(=O)C1=NN(C(=O)c2cccc(Br)c2)C(O)(C(C)(C)C)C1 (stereo not given)	17%	-3%	i	.	.	.	.	.	.	44µM*
O=C(CC1C(=O)N(c2ccc(F)cc2)C(=O)N1Cc1ccccn1)Nc1ccccc1 (stereo not given)	13%	-3%	i	-5%	-4%	1.2	-1.2%	-13	-10	4%
Cc1nc(N[C@@H](Cc2ccccc2)C(=O)O)c2oc3ccccc3c2n1	16%	-4%	.	2%	-6%	1.1	-5.2%	-3	1	8%
COc1cc(/C=N/OCC(=O)NC2CCCCC2C)ccc1OCc1ccc(Cl)cc1 (stereo not given)	1%	2%	i	13%	13%	1.1	-3.7%	22	-10	-8%
CCC1=NN(C(=O)Cc2ccccc2)C(O)(c2ccncc2)C1 (stereo not given)	-9%	-14%	i	9%	2%	1	-13%	-17	12	-1%
Cc1cnc(C(=O)Nc2ccc(N3CCCCC3)cc2)cn1	3%	2%	i	-8%	0%	1.1	-6.5%	3	-1	6%
Nc1ccc(C(=O)c2ccccc2C(=O)O)cc1Cl	-44%	-7%	i	-4%	-9%	1.1	-4.0%	3	1	6%
O=C(Nc1sccc1C(=O)N1CCOCC1)c1cccnc1	11%	7%	i	-6%	-4%	1	-4.9%	11	11	10%

Profiles as entered above. Order of values: P. falciparum M17LAP | LYP phosphatase | Yfh1-depleted yeast | PMI inhibitors | PMI inhibition | TNAP activators | XIAP displacement | WT yeast gro inh | WT yeast gro inh mutant strain | M1AAP inhibition
COc1ccc(OC)c(Cc2nnc(CCC(=O)NC3CCCC3)o2)c1 is entered as 0% | -5% | i | 7% | 3% | 1 | -4.2% | -6 | 1 | 2%
COc1cc(/C=N/OCC(=O)NC2CCCCC2C)ccc1OCc1ccc(Cl)cc1 (stereo not given) is entered as 1% | 2% | i | 13% | 13% | 1.1 | -3.7% | 22 | -10 | -8%

More structures.
SMILES	P. falciparum M17LAP	LYP phosphatase	Yfh1-depleted yeast	PMI inhibitors	PMI inhibition	TNAP activators	XIAP displacement	WT yeast gro inh	WT yeast gro inh mutant strain	M1AAP inhibition
CNc1nc(C23CC4CC(CC(C4)C2)C3)cs1	-5%	2%	i	5%	2%	1.1	-11%	21	47	3%
CC(C)(CO)NS(=O)(=O)c1ccc2c(c1)C(=O)c1cc(S(=O)(=O)NC(C)(C)CO)ccc1-2	7%	-9%	i	.	.	.	.	.	.	5%
COc1cc(/C=C/C(=O)O)ccc1S(=O)(=O)N1CCCc2ccccc21	10%	-3%	i	-6%	0%	1	-4.5%	0	-21	4%
CC(C)(C)n1nnnc1C(c1ccncc1)N(Cc1ccccc1)Cc1ccco1 (stereo not given)	3%	-4%	i	-2%	-5%	1	-4.2%	15	-5	0%
CC(=O)Nc1ccc(C(=O)N(C)c2ccccc2)cc1	-1%	-7%	i	14%	7%	1.1	-6.7%	0	-5	-1%
O=C1C(=O)N(CCN2CCOCC2)C(c2cccnc2)/C1=C(/O)c1ccc(Cl)cc1 (stereo not given)	21%	-1%	i	-11%	-9%	1.1	-3.1%	-1	-14	5%
CCOC(=O)N1CCC(N2C(=O)c3ccc(C(=O)NCc4ccco4)cc3C2=O)CC1	1%	-6%	i	5%	0%	1.1	0.2%	-1	-14	2%
O=C(CSc1nnc(COc2cccc3cccnc23)o1)N1CCc2ccccc21	10%	-9%	i	3%	-2%	1.1	-5.9%	0	1	0%
COc1ccccc1NC(=O)COc1ccc(Br)cc1CNCCCN1CCOCC1	5%	-5%	i	-12%	-7%	1.2	-5.1%	0	0	2%
CCCCn1nnc(N(C(=O)c2cccs2)C(=O)c2cccs2)n1	-12%	-1%	i	-19%	-4%	1	-6.4%	-28	-12	18%
COc1ccc(NC(=O)CC(C)(C)C)c([N+](=O)[O-])c1	1%	-4%	i	3%	4%	1.2	-1.2%	10	7	-5%
CC1CCN(C(=O)CCCOc2cc(=O)n(C)c3ccccc23)CC1	9%	-1%	i	11%	6%	1.1	-3.6%	-1	7	-3%

4 entries already listed, sorted by the number in TNAP activators, highest first:
smiles | TNAP activators
Cc1c(C(=O)Oc2cccc3cccnc23)cccc1[N+](=O)[O-] | 1.3
COc1ccc(NC(=O)CC(C)(C)C)c([N+](=O)[O-])c1 | 1.2
COc1cc(/C=N/OCC(=O)NC2CCCCC2C)ccc1OCc1ccc(Cl)cc1 (stereo not given) | 1.1
CC(C)(C)n1nnnc1C(c1ccncc1)N(Cc1ccccc1)Cc1ccco1 (stereo not given) | 1
